Hsp90 Hop PPI = changes Hsp90-Hop TPR2A binding signal, up or down; AlphaScreen TPR2A-His6 binding biotin-Hsp90 C-terminal peptide; Potency, µM (doses to about 57 µM), inactives show at the highest dose activity change, negative = inhibition; hit rate 0.44% among 71,000; active means well fitted curve in either direction with a large enough effect; inconclusive means small, poorly fitted or top-dose-only effect, or another doubt; further: potency means the concentration at half of the fitted maximal effect; on the % scale 0 is the no-effect control and ±100 the full control effect; many of its hits are not listed in these tables
BRCT inh green = BRCA1 BRCT-phosphoprotein interaction inhibition; P38398; BRCA1 BRCT-phosphopeptide binding, green fluorescence polarization; Potency, µM (doses to about 76.9 µM), for the others: at the highest dose activity change, negative = inhibition, hits mostly inhibitors; hit rate 0.05% among 75,000; AID 875;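 further: potency means the concentration at half of the fitted maximal effect; plate controls were peptide without protein for full effect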
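Fluorescence polarization: His-tagged BRCT (~35 kDa BRCA1 C-terminus, 250 nM) bound to 100 nM fluorescein-labeled phosphorylated 10-aa BACH1 peptide, pH 7.3 phosphate buffer with DTT and Tween 20. Compounds incubated 12 min at room temperature; inhibition read as lowered polarization.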
HBB splicing = modulators of hemoglobin beta chain splicing; HBB splicing reporter cell assay, activation; EGFP reporter with mutant IVS2-654 intron; response scale: normalised to 500 nM splice-correcting PNA; Potency, µM (doses to about 46.1 µM), for inactives: at the top dose activation, actives largely listed as activators; hit rate 0.06% among 65,000; AID 925; further: potency means the concentration at half of the fitted maximal effect; 0% is about no effect
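HeLa cells stably expressing EGFP interrupted by mutant beta-globin intron 2 (IVS2-654), 500/well in 2% FCS. Treated with compound for 2 days at 37C. Splicing correction scored as total well GFP intensity (488 nm excitation, 500-520 nm emission); 500 nM antisense PNA served as control.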
DNA Pol III inh = blocks replication by bacterial DNA polymerase III holoenzyme. hit rate 0.25% among 71,000. Potency, µM (titrated, usually from 57.1 µM), for inactives: top-dose activity change, negative = inhibition. reconstituted DNA polymerase III holoenzyme replication, biochemical; further: potency means the concentration at half of the fitted maximal effect; on the % scale 0 is the no-effect control and ±100 the full control effect
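Reconstituted *E. coli* holoenzyme (0.35 nM Pol III, 1 nM beta, 154 nM SSB, 2 nM primase) was preincubated with compound for 15 min at RT. Synthesis on 1.4 nM ssM13Gori ran 35 min, then was stopped with PicoGreen/EDTA and read as dsDNA fluorescence.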
BRCT PPI red = inhibitors of human BRCA1 BRCT-phosphoprotein interaction (red fluorophore). BRCT-phosphopeptide binding, red fluorescence polarization. Potency, µM (doses to about 76.9 µM), without a hit: top-dose activity change, negative = inhibition, actives largely listed as inhibitors. hit rate 0.03% among 75,000; further: on the % scale 0 is the no-effect control and ±100 the full control effect
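Rhodamine-labelled pBACH1 10-mer (100 nM) bound to BRCT domain (100 nM) at pH 7.3; compounds incubated 12 min room temperature, polarization read. Free peptide defines full inhibition; unlabelled decapeptide titrated as control.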
A350 fluor = A350 region autofluorescence. Compound autofluorescence, 340/450 nm, Alexa 350 dye-equivalents; hits give high values. max dye-equivalent concentration, M. hit rate 11% among 59,000; in the data active means max dye-equivalent concentration above about 10 nM; inconclusive means mostly about 1.1 nM to 9.6 nM
GFP derepression = epigenetic GFP locus derepression in mouse cells. AID 597. Potency, µM (series often up to 46.1 µM), inactives show at the highest dose GFP derepression (activation). hit rate 0.09% among 68,000. mouse C127i GFP locus derepression, cytometry, 30 h; further: % of control where 0% means no effect
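Locus derepression in mouse mammary C127i cells whose integrated CMV-GFP reporter is normally silent; GFP expression after 30 h compound treatment was quantified by counting fluorescent cells.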
UbGFP stabilizer = inhibits proteasome, raising ubiquitin-GFP reporter fluorescence; Ubiquitin-GFP reporter cells, proteasome inhibition, GFP fluorescence; response scale: untreated = 0%, 10 µM MG-132 = 100%; Potency, µM (doses to about 45.9 µM), without a hit: at the top dose activation (GFP accumulation), most hits filed as activators; AID 526; 67,000 tested, under 10 active; active means well fitted activation curve with a large enough effect, not every such curve was filed as active; inconclusive means small, poorly fitted or top-dose-only effect, or another doubt; inactive means no such curve, though single readings can be large or run the other way; further: potency means the concentration at half of the fitted maximal effect
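U2OS Ub(G76V)-GFP reporter; O/N plating, 0.5% FBS; cpd 46 uM–2.9 nM, 4 h, 37 °C; GFP+ cell count, 488/515 nm; norm. to basal vs 10 uM MG-132; CRC fit.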
ALOX15 inhib = blocks human 15-lipoxygenase activity; purified 15hLO-1, xylenol orange hydroperoxide absorbance; Potency, µM (titrated, usually from 57.1 µM), for inactives: top-dose activity change, negative = inhibition, hits mostly inhibitors; hit rate 1.4% among 74,000; further: potency means the concentration at half of the fitted maximal effect; on the % scale 0 is the no-effect control and ±100 the full control effect; nearly all actives have a fitted effect of over 55% in size
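Inhibition is scored from a chromogenic endpoint. After 15 min enzyme-compound contact, arachidonic acid (50 uM final) reacts 6 min with 40 nM 15hLO-1 at room temperature, then Fe-XO reagent is added for 30 min and absorbance ratio recorded.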
4MU fluor = compounds fluorescent in 4-MU spectral region; compound autofluorescence, 340/450 nm, 4-MU equivalents; hits give high values; max dye-equivalent concentration, M; hit rate 11% among 59,000; in the data active means max dye-equivalent concentration above about 10 nM; inconclusive means mostly about 1.1 nM to 9.6 nM
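Compounds in 100 mM Tris, pH 8.0, incubated 15 min at room temperature, then fluorescence read at 340 nm excitation/450 nm emission. Signal converted to 4-MU dye-equivalent concentration using an on-plate six-point 4-MU standard curve.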
CRE Fsk mod = alters forskolin-stimulated CRE reporter signaling in CHO cells. CHO CRE-bla reporter (cAMP response element driving beta-lactamase), forskolin EC10, beta-lactamase ratio. Potency, µM (top dose mostly 38.2 µM), without a hit: top-dose activity change, negative = inhibition, actives largely listed as activators. hit rate 2.5% among 71,000. AID 662; active means well fitted activation curve with a large enough effect in the signal ratio, with a control signal flat, not every such curve was filed as active; inconclusive means small, poorly fitted or top-dose-only effect, or effect the other way, or a change in a side signal; the % refers to the signal ratio; further: potency means the concentration at half of the fitted maximal effect; % of control where 0% means no effect
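Modulation of forskolin-driven signalling is measured in CHO cells carrying a CRE-controlled beta-lactamase reporter. Cells are stimulated with EC10 NKH 477 in the presence of titrated compound for 3 h at 37 °C, then loaded with CCF4 for 2 h at room temperature.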
Numbers without * were called inactive; i = inactive; ? = inconclusive; · = not tested or not shown; [ ] = remark or other dose. Unless noted, the call rests on the fitted dose curve; in most records, active means well fitted curve in the direction sought with a large enough effect; inconclusive means small, poorly fitted or top-dose-only effect, or another doubt; inactive means no such curve, though single readings can be large; an effect the other way counts as inactive or inconclusive.

SMILES | Hsp90 Hop PPI | BRCT inh green | HBB splicing | DNA Pol III inh | BRCT PPI red | A350 fluor | GFP derepression | UbGFP stabilizer | ALOX15 inhib | 4MU fluor | CRE Fsk mod
COc1ccc(N2CCN(C(=O)CCNS(=O)(=O)c3ccc4c(c3)CCC(=O)N4)CC2)cc1 | -11.1% | -1.6% | 1.1%[0.369 µM] | -7.7% | 0.0% | i | 1.6% | · | ? | i | -15.9%
Cc1noc(C)c1C(=O)N1CCC2(CC1)CCN(c1ccccn1)CC2 | -11.4% | -3.2% | 1.8% | -2.2% | -4.5% | i | -0.9%[9.22 µM] | -4.6% | -2.4% | i | -3.2%
Cc1ccc(C(=O)N2CCN(c3ccc(Cl)cc3)CC2)cc1 | -2.9% | -0.5% | -1.5% | -2.2% | -0.4% | i | -2.9% | 3.7% | -8.0% | i | -13.9%
O=c1c2ccccc2c(C=NCCCN2CCOCC2)c(O)n1Cc1ccccc1 | -12.8% | -1.6% | -2.6% | -18.0% | 1.3% | 1.34e-08M* | -3.8% | 6.0% | -1.9% | 1.18e-08M* | 16.5%
O=C(c1cccc(F)c1)N1CCN(CC2CC3C=CC2C3)CC1 (configuration not stated) | -5.6% | 0.6% | -2.0% | -9.4% | 1.7% | i | 0.8% | -1.8% | -0.8% | i | -12.9%
CC(=O)c1cc(-c2ccccc2)[nH]c1N1CCCC1 | -3.9% | -0.7% | -1.3% | 6.9% | -2.2% | i | 12.9% | -1.7% | -23.0% | i | ?
COCCNC(=O)CSc1nc2nc(C)cc(C)n2n1 | 1.5% | -1.3% | 1.7% | -0.3% | -2.1% | i | 0.0% | 15.0% | 1.8% | i | ?
N#C[C@H](Cc1ccc(O)cc1)c1ccc(O)cc1 | -3.2% | 0.3% | · | -0.4% | 0.9% | · | -0.9% | 10.0% | -0.2%[25.6 µM] | · | ?
Cc1c(C(=O)OC2CCCC2)[nH]c2c1C(=O)CC(c1ccco1)C2 (configuration not stated) | -1.8% | -0.5% | -0.8% | -2.5% | 0.1% | · | -1.5% | 5.9% | -10.2% | · | 0.501µM*
CCc1c(C)c2ccc(O)c(CN(C)C)c2oc1=O | -3.1% | 0.2% | 11.9% | -3.2% | -0.7% | 1.91e-05M* | 4.8% | -3.7% | -11.5% | 1.47e-05M* | ?
O=C(Nc1nnc(Cc2ccccc2)s1)c1cccs1 | 1.4% | -2.0% | -0.2%[57.5 µM] | 0.8% | -1.2% | i | 0.0% | 2.0% | 2.6% | i | ?
COc1cccc(N2C(=O)C3CCCN3C2c2ccc(F)cc2)c1 (configuration not stated) | -1.7% | 0.5% | 2.1% | -5.1% | -0.3% | i | 2.2% | -1.5% | -1.6% | i | 10.7%
CCOc1ccc(Nc2nc(Cc3nnc(SCC(=O)NCc4ccco4)n3CC)cs2)cc1 | -19.3% | -1.3% | · | -4.0% | 4.7% | i | 1.9% | -1.1% | 9.8% | i | -5.7%
C[C@@H](C(=O)Nc1ccc2ccccc2c1)[C@@H]1C[C@@]1(C)[C@@H](NC(=O)OCc1ccccc1)c1ccccc1 | -9.3% | -1.6% | 5.2% | 0.8% | 0.5% | · | · | · | · | · | -11.4%
O=C(C1=C(O)C(=O)N(Cc2ccccc2)C1c1cccnc1)c1ccco1 (configuration not stated) | -4.6% | -0.5% | -3.2% | -1.0% | -2.5% | ? | 0.0% | -1.0% | -5.7% | i | ?
COc1ccc(OC)c(NS(=O)(=O)Cc2ccccc2)c1 | -24.3% | -0.9% | 2.6% | -6.5% | -2.1% | i | 0.0% | -1.7% | -18.9% | i | 2.5%
CC(=O)[C@@]1(O)CC[C@H]2[C@H]3C[C@@H](C)C4=CC(=O)C=C[C@]4(C)[C@@]3(F)[C@@H](O)C[C@]21C | 1.9%[26 µM] | -0.2%[34.4 µM] | -0.8%[20.6 µM] | -2.4%[25.6 µM] | -1.8%[34.4 µM] | i | -1.2%[20.6 µM] | 4.3%[20.5 µM] | 1.1%[25.6 µM] | i | 3.7%[17.1 µM]
CNC(=O)c1c(C)nc(SCC(=O)NCc2ccc(OC)cc2)c(C#N)c1-c1ccco1 | 1.1% | 2.1% | 0.1%[57.5 µM] | -5.6% | -0.8% | i | 3.8% | 0.9% | 7.5% | i | -2.9%
CN(CC(=O)NCc1ccccn1)S(=O)(=O)c1ccc(Cl)cc1 | ? | -0.3% | 2.5%[9.22 µM] | 0.3% | 0.2% | · | 6.5% | 26.4% | 7.5% | · | -5.0%
COCCNC(=O)c1cc(-c2ccc(OC)c(OC)c2)on1 | -0.4% | -1.7% | 1.2% | -2.8% | 0.1% | i | 0.0% | 10.5% | -0.4% | i | 22.6%
O=C1c2ccccc2C(=O)N1C/C=C/c1ccccc1 | -2.9% | -1.3% | -1.1% | -7.8% | 0.9% | i | 1.2% | -3.6% | -7.0% | i | -4.7%
Cc1ccc(NC(=O)CN2CC(C)SC2=NC2CCCCC2)cc1 (configuration not stated) | -4.1% | 0.8% | 0.6% | -9.3% | 0.0% | i | 1.3% | -1.6% | -23.8% | i | -17.0%
Cc1ccc(-c2noc(CCC(=O)NC3CCCc4ccccc43)n2)cc1 (configuration not stated) | 3.3% | 0.2% | -1.0% | -3.4% | 0.1% | i | -2.9% | 0.0% | -0.6% | i | -5.9%
CCOC(=O)CNC(=O)CSc1ncnc2c1cnn2-c1ccc(OC)cc1 | -2.1% | -0.1% | · | -3.5% | -1.6% | 2.24e-08M* | 0.0% | 6.3% | -1.9% | 2.33e-08M* | 8.4%
COC(=O)c1c(NC(=O)CN2CCOCC2)sc2c1CCC(C)C2 (configuration not stated) | -4.3% | 0.9% | -3.7% | -2.8% | -0.9% | i | 0.0% | 7.6% | -22.6% | i | ?
NC(=O)NC(Cc1ccccc1)C(=O)O (configuration not stated) | 0.7% | -2.0% | 0.9%[57.5 µM] | 4.9% | 1.4% | ? | -2.2% | -1.0% | 0.0% | ? | 1.9%
CCOC(=O)/C=C1\SCC(=O)N1Cc1nnc(-c2ccccc2Br)o1 | -5.1% | 2.6% | -1.9% | -0.7% | 0.4% | i | 0.0% | 2.6% | -5.0% | i | ?
COc1cc2nc(SCc3c(C)noc3C)n(CCC3=CCCCC3)c(=O)c2cc1OC | -2.1% | -2.0% | -2.7% | -4.9% | -1.5% | i | -2.3% | 5.2% | -25.8% | i | ?
CC12CC(NC(=O)N1c1cccc(C(=O)Nc3ncn[nH]3)c1)c1ccccc1O2 (configuration not stated) | -12.1% | -1.4% | -0.4% | -3.2% | -0.1% | i | -2.2% | 1.0% | 2.7% | i | ?
CCOC(=O)N1CCN(S(=O)(=O)c2cc(Br)cnc2N)CC1 | 0.3% | 0.4% | -1.0% | -3.5% | -1.6% | ? | 5.7% | 4.6% | 1.8% | ? | 1.1%
CCn1c(=N)n(CC(=O)C23CC4CC(CC(C4)C2)C3)c2ccccc21 | -10.3% | -2.3% | 2.9%[0.369 µM] | 4.0% | 0.2% | i | 6.3% | · | -7.1% | i | 3.7%
Cc1ccc(CCNC(=O)C2CCCN(c3nc4ccccc4o3)C2)cc1 (configuration not stated) | 2.7% | 0.1% | -1.2%[57.5 µM] | -5.0% | -0.7% | ? | 4.3% | -0.9% | -4.2% | i | 6.4%
CCc1ccc2[nH]c(=O)c(C(c3nnnn3CC3CCCO3)N3CCCc4ccccc43)cc2c1 (configuration not stated) | -10.2% | 0.5% | · | -5.0% | -2.8% | i | -1.9% | -0.4% | -18.1% | i | -6.1%
COc1ccccc1CNc1ccnc(-c2cccc(C#N)c2)n1 | 11.4% | -0.9% | -0.9% | 2.9% | 0.8% | i | -2.9%[9.22 µM] | 1.6% | -3.0% | i | ?
O=C(N1CCCC1)N1CCN(c2ncnc3c(-c4ccc(Cl)cc4)nsc23)CC1 | -1.5% | 0.6% | · | -2.6% | -0.9% | ? | 1.9% | 0.2% | 0.9% | 1.02e-08M* | -1.8%
COC(=O)[C@@]1(Cc2ccccc2)[C@H]2c3cc(C(=O)N(C)C)n(Cc4ccc(OC)c(OC)c4)c3C[C@H]2CN1C(=O)c1ccccc1 | -11.0% | -1.5% | -1.9% | 6.9% | 1.9% | · | · | · | · | · | ?
Cc1cc(C)n2nc(C(=O)Nc3cccnc3)nc2n1 | -4.7% | -0.2% | 2.9% | -10.6% | -2.7% | i | 2.6% | -4.6% | 4.9% | i | 4.9%

Screening data as filed in PubChem.
